Screening results from PubChem BioAssay.
GDH-TPI inh = GDH-TPI coupling enzyme inhibitors, primary screen, artefact control for M. tuberculosis FBA inhibitor project, biochemical, absorbance, full deck; inhibition, % at 4.8 µM; 1.2% of 360,000 active; GDH-TPI coupled enzyme counterscreen, NADH absorbance; in the data active means inhibition above about 30%;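 further: 0% = DMSO wells and 100% = wells lacking the enzyme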
Yp Topo-I inh = Yersinia pestis topoisomerase I inhibitors, primary screen, biochemical, cleavage product accumulation, plate reader, single point. DNA topoisomerase I (Yersinia pestis CO92). Y. pestis Topo-I cleavage product accumulation. activity, % at 10 µM. 0.064% of 360,000 active; in the data active means activity above about 50%, passing the limit was not always enough; inconclusive means no clear call, values can overlap the other calls; further: inactives centre near 2
TcdB GH inh = TcdB glycohydrolase inhibitors, primary screen, biochemical, single point, plate reader | Toxin B (Clostridioides difficile), P18177 | TcdB glycohydrolase enzymatic assay | inhibition, % at 9.99 µM | 0.24% of 350,000 active | AID 652162, 2013; in the data active means inhibition above about 10%
Target sequence (P18177 whole entry, looked up): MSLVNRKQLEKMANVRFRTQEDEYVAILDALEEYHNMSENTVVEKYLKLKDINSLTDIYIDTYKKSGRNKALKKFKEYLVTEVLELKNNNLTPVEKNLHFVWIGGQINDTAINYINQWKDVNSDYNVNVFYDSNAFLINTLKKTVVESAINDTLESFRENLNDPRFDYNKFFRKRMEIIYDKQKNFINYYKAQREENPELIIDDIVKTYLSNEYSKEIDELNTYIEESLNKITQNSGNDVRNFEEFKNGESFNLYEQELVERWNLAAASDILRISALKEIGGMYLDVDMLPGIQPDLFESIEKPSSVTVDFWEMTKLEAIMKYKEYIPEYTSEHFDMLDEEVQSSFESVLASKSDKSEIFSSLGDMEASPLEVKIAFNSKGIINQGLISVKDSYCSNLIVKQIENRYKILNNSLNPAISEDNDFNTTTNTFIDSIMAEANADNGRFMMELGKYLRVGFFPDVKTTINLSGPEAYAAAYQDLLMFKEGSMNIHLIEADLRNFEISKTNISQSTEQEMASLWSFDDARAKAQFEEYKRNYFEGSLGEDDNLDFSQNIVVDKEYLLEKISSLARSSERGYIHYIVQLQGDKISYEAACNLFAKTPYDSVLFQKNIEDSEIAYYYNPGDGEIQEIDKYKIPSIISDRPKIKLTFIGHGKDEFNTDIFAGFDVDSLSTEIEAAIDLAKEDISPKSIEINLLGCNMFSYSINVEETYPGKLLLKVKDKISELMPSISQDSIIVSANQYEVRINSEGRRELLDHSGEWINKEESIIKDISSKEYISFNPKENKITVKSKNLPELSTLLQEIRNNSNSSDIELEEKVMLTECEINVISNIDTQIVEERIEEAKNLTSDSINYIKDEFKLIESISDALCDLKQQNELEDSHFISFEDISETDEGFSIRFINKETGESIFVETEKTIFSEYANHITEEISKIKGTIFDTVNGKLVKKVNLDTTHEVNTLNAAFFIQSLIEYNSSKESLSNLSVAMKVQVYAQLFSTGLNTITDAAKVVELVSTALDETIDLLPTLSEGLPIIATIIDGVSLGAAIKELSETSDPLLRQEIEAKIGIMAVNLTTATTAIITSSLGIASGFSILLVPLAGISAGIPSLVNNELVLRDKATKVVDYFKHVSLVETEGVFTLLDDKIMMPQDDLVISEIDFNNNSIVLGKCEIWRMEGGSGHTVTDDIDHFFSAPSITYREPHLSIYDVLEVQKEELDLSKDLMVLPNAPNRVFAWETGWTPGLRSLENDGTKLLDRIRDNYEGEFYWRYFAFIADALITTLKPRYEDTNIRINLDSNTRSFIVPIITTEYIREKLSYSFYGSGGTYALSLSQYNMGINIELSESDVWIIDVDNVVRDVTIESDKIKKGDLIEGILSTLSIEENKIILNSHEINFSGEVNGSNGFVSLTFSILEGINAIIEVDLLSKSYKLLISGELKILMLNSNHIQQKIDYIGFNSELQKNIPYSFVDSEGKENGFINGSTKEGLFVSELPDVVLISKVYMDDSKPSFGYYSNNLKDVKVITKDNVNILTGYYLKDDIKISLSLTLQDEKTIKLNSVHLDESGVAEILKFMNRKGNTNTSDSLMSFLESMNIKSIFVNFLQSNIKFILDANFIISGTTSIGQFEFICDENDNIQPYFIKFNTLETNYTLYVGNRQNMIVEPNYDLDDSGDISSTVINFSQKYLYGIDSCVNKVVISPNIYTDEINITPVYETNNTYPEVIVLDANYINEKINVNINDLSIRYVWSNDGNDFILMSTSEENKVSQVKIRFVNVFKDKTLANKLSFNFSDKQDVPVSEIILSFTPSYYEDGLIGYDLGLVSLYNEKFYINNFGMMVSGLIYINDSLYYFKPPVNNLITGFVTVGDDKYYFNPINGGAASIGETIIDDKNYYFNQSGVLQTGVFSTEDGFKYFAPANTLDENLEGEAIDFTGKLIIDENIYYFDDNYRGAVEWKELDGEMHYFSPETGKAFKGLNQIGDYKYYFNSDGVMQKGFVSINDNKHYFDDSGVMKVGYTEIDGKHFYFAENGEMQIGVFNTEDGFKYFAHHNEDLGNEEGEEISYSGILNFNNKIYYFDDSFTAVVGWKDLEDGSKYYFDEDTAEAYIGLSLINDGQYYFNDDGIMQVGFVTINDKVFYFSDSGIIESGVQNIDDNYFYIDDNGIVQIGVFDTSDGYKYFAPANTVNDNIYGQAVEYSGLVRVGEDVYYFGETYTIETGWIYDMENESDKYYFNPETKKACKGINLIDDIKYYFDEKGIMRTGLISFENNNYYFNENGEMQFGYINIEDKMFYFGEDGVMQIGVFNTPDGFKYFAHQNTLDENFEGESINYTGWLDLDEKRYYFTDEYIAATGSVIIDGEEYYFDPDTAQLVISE
BH1578 lux ind = inducers of Vibrio cholerae quorum light production without autoinducers, primary screen, BH1578 luxS cqsA deficient, single point | V. cholerae BH1578 lux reporter, luminescence, 6 h | activation, % at 18.7 µM | 0.16% of 350,000 active; in the data active means activation mostly above about 9.7%, no sharp cut-off; inconclusive means no clear call, values can overlap the other calls; inactive means mostly below about 3.7%; further: not every result past the cut was called active; inactives centre near 0; reference of the scale not given here
UGM FP inh = M. tuberculosis UGM enzyme inhibitors, primary screen, biochemical, fluorescence polarization, single point; UDP-galactopyranose mutase (Mycobacterium tuberculosis (strain ATCC 25618 / H37Rv)), …; purified UGM, fluorescence polarization probe displacement; inhibition, % at 10 µM; 0.06% of 320,000 active; AID 504406, 2011; in the data active means inhibition above about 10%, passing the limit was not always enough; inconclusive means no clear call, values can overlap the other calls
PfHsp40 rescue = rescue of yeast from PfHsp40 toxicity, primary screen, S. cerevisiae, ATP luminescence; 0.68% of 340,000 active; AID 504582, 2011; S. cerevisiae expressing PfHsp40, growth rescue; growth rescue, % at 12.5 µM; in the data active means growth rescue above about 28%, passing the limit was not always enough; inconclusive means no clear call, values can overlap the other calls;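 further: yeast W303a lacking pdr1 and pdr3 grown in galactose medium; growth measured after three days at 30 °C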
FadD28 binding = inhibitors of FadD28 bisubstrate probe binding, primary screen, biochemical, fluorescence polarization, single point; Mycobacterium tuberculosis FadD28 fatty-acid-AMP ligase; inhibition, % at 12.5 µM; 0.22% of 360,000 active; in the data active means inhibition above about 8.5%, passing the limit was not always enough; inconclusive means no clear call, values can overlap the other calls
FBA Mtb inh = Mtb FBA enzyme inhibitors, primary screen, biochemical, fluorescence, strain H37Rv | purified M. tuberculosis FBA, fluorescence read-out | inhibition, % at 1 µM | 2.3% of 360,000 active | AID 588726, 2011; in the data active means inhibition above about 27%;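 further: 0% = vehicle and 100% = reference inhibitor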
BioA inh = M. tuberculosis BioA enzyme inhibitors, primary screen, biochemical, plate reader, single point, HTS; 7,8-diaminopelargonic acid synthase BioA (Mycobacterium tuberculosis); inhibition, % at 9.99 µM; 0.096% of 360,000 active; purified M. tuberculosis BioA enzyme; in the data active means inhibition above about 40%; inconclusive means no clear call, values can overlap the other calls
Starred values were filed as active, the others as inactive; i = inactive; u = inconclusive; x = no result given; & = joins results of further samples.

SMILES	GDH-TPI inh	Yp Topo-I inh	TcdB GH inh	BH1578 lux ind	UGM FP inh	PfHsp40 rescue	FadD28 binding	FBA Mtb inh	BioA inh
Cc1oc(-c2cccc(C(F)(F)F)c2)nc1CN1CCC[C@H]1CO	3	10	0.2	-0.3	-1.4	-0.5	-0.2	1	0.1
C/C(=N\N=c1/sc2ccccc2n1C)c1ccccn1	17	17	0.8	-0.3	-1.9	0.0	-3.3	-2	-1.3
CCN(C(=O)COC(=O)c1cccc2ccccc12)c1c(N)n(Cc2ccccc2)c(=O)[nH]c1=O	-3	18	-8.8	i	x	0.7	-2.9	8	-0.6
Cc1ccccc1OCCCCn1cnc2ccccc21	5	2	x	-0.3	-2.2	4.4	0.5	1	-3.7
COC(=O)CC1c2cc(OC)c(OC)cc2CC(=O)c2cc(OC)c(OC)cc21 (stereo not drawn)	-4	0	0.4	-0.7	0.4	1.1	-1.6	-2	x
COc1ccc(C(C)=O)cc1CSc1ccc(S(=O)(=O)N2CCCCC2)cn1	-1	23	1.2	i	3.3	0.9	-3.7	-2	x
CC(=O)Cn1c(CN2CC(C)CC(C)C2)nc2c1c(=O)n(C)c(=O)n2C (stereo not drawn)	3	2	x	-17	1.5	-0.5	-0.8	-1	-4.2
CCOc1ccc(OCC)c(S(=O)(=O)N2CCOCC2)c1	-2	2	2.5	-1.8	2.7	1.0	-1.0	-3	2.2
CCCn1c(SCC(=O)NCCc2ccc(Cl)cc2Cl)n[nH]c1=O	1	1	x	-0.9	-1.5	0.1	0.6	0	-2.2
Cc1cc(C)nc(SC2CC(=O)N(c3ccc(Br)cc3)C2=O)n1 (stereo not drawn)	-3	1	-0.6	i	1.4	-0.6	1.9	5	8.1
CN(C)CCCNC(=O)C[C@H]1C[C@H](C(=O)N2CCCCC2)[C@@]2(CCc3ccccc3)c3[nH]c4cc(-c5ccco5)ccc4c3CCN2C1=O	2	-25	3.6	-0.7	x	-3.0	-5.9	7	1.7
CCOc1ccc(N2C(=O)CC(N3CCN(C(=O)CN4CCCC4)CC3)C2=O)cc1 (stereo not drawn)	-12	6	-2.5	-1.7	-1.0	-0.8	-4.5	-4	2.0
COC(=O)c1sc(NC(=S)NC(=O)c2cc(OC)c(OC)c(OC)c2)nc1C	11	3	-0.2	0.7	4.4	0.1	1.8	0	-2.4
CC(NC(=O)NNC(N)=S)(C(F)(F)F)C(F)(F)F	-8	2	-1.7	-0.7	2.5	-1.2	-4.0	-4	-0.1
CCN(CC(=O)Nc1ccc2c(c1)OCCO2)CC(=O)Nc1ccc(C)c(S(=O)(=O)N(C)C)c1	-5	9	0.0	i	1.3	0.7	-1.4	0	1.4
CCC(C)c1ccc(NC(=O)c2cccnc2)cc1 (stereo not drawn)	5	-5	x	-0.4	0.2	0.3	-5.2	-1	x
CCC(CO)Oc1cc(NC(=O)c2cccc3ccccc23)c2ncn(C(C)C)c2c1 (stereo not drawn)	11	-4	1.3	-1.9	0.0	-0.2	-0.4	4	0.3
Cn1cccc1C1C(C#N)=C(N)OC2=C1C(=O)CC(C)(C)C2 (stereo not drawn)	16	0	-0.5	-3.0	2.1	0.4	0.1	-5	-0.1
Cc1oc(-c2ccccc2Cl)nc1CN(Cc1ccccn1)C[C@@H]1CCC(=O)N1	-2	12	1.8	x	-3.2	-1.3	-2.6	2	x
Cc1ccc2nc(-c3ccc(F)cc3)c(Cc3cccc(Cl)c3)n2c1	x	x	-1.2	x	x	x	-2.1	7	-2.5
Cc1ccsc1C(=O)Nc1cc(Cl)ccc1-n1cncn1	2	1	1.9	i	x	0.5	-1.3	2	0.9
COc1ccc(S(=O)(=O)N2CCCCC2)cc1NC(=O)Cn1c(=O)cnc2ccccc21	-5	14	0.1	-1.7	0.1	1.6	1.9	5	-0.9
Cc1ccc(/C=N/NC(=O)CSc2nc3nc(C)cc(C)n3n2)cc1	2	6	2.1	-0.5	-1.1	-1.7	-3.0	1	3.1
Cc1ccc(N2C(=O)N(CC(=O)NC(N)=O)C(=O)C2C)cc1 (stereo not drawn)	1	u	-0.5	-0.3	2.1	-1.9	-1.2	5	x
COc1ccc(C(C(=O)NC2CCCCC2)N(Cc2cccs2)C(=O)Cc2c[nH]c3ccccc23)cc1OC (stereo not drawn)	15	2	x	-1.3	-1.2	-0.9	-2.4	-4	-1.3
CCn1c(SCC(=O)N/N=C/c2cccs2)nc2ccccc21	6	6	2.4	-0.2	2.4	5.8	-3.1	-2	x
COc1ccc(CNc2nc3c(c(=O)[nH]c(=O)n3C)n2Cc2ccccc2)cc1	10	10	0.5	-1.4	-0.8	0.5	0.0	-1	3.6
O=C(Nc1ccccc1N1CCOCC1)c1cccc(S(=O)(=O)Nc2ccccc2F)c1	3	18	2.9	-1.6	-2.0	10	-3.1	-1	8.3
Cc1cc(C(=O)N(C)CC2CCCN(CCc3ccc(F)cc3)C2)c(C)o1 (stereo not drawn)	1	2	0.6	i	2.5	0.8	-0.5	21	-0.2
O=c1[nH]c(=O)n(CCC2=CCCCC2)c(O)c1C=Nc1cccc(F)c1	7	0	x	-0.3	-2.0	0.2	-0.9	-2	-0.5
O=C(CN(C(=O)CCC(=O)Nc1ccccn1)c1ccc2c(c1)OCO2)NCc1ccc(F)cc1	-3	19	-0.3	-0.6	-1.4	0.6	-2.8	0	-1.2
O=C(O)c1ccccc1-c1ccccc1C(=O)Nc1nc2ccccc2s1	13	-5	-2.9	i	1.2	1.5	-1.5	12	-5.5
CCN1C(=O)C(=C/C=C/c2ccco2)C(=O)N(CC)C1=S	11	-11	-0.2	i	-0.6	0.4	u	-2	x
N#CCSc1nc(N)c(C#N)c(C2CCCCC2)c1C#N	23	-3	x	0.4	-0.4	3.7	-3.0	4	5.2
CCC(=O)Nc1cc2c(cc1Cl)-c1ccccc1C2	0	4	1.2	i	x	-0.6	-1.6	-2	x
CC(C(=O)N1c2ccccc2CC1C)N1CCN(S(=O)(=O)c2ccccc2F)CC1 (stereo not drawn)	5	18	-0.4	i	4.9	-1.0	-1.0	0	-0.2
COc1ccc2[nH]c(=O)c(CN(C)C(=O)C3CCCCC3)cc2c1	11	2	x	2.8	0.3	0.1	-0.9	16	0.4
CCCCNC(=O)N1CCN(Cc2ccc(F)cc2)CC1	-1	-1	1.0	i	0.2	1.4	-1.4	-3	x
Cc1cccn2c(=O)c3c(nc12)N1CCc2ccccc2C1C1(C3)C(=O)NC(=O)N(C)C1=O (stereo not drawn)	6	30	x	-0.2	-3.2	1.0	-3.2	-1	0.5
CCC(CC)C(=O)c1c[nH]c(C(=O)N2CCN(c3ccccc3)CC2)c1	5	5	0.7	0.6	0.2	0.4	-2.2	-2	x
Cn1c(=O)c2c(ncn2CC(=O)N2CCCc3ccccc32)n(C)c1=O	3	0	x	0.6	-1.0	-1.0	-4.5	9	-0.4
C[C@H]1CCCC(=O)CCC/C=C/c2cc(O)cc(O)c2C(=O)O1	2	-7	-1.4	8.3	-1.9	-0.5	-9.9	0	0.6
COc1cc(/C=N/NC(=O)Cc2nnc(N)s2)cc(OC)c1OC	6	-5	0.1	-0.3	-0.2	-1.3	-3.4	6	x
CC(C)(C)OC(=O)C[C@H]1C/C=C\C[C@@H](CC(=O)NCCO)C(=O)NCCOC1=O	-8	0	1.1	-0.5	1.1	-0.9	-3.3	-3	-2.2
COc1ccc(-c2cc(C(=O)NNC3=NCCC3)c3c(C)nn(-c4ccccc4)c3n2)cc1	3	-1	-0.5	-1.7	-1.4	3.4	-5.5	2	x
Cc1cccc(NC(=O)C2CCN(C(=O)c3ccccc3C)CC2)n1	0	-12	0.7	-1.5	-0.4	-1.2	-4.2	-1	-0.6
Cc1c(NS(=O)(=O)c2ccc3c(c2)Cc2ccccc2-3)c(=O)n(-c2ccccc2)n1C	-12	33	1.3	-1.7	0.1	1.3	-3.7	-3	x
COc1ccc(OCC(=O)N2c3ccccc3CC2C)c([N+](=O)[O-])c1 (stereo not drawn)	5	13	-6.2	i	-2.7	0.1	-2.3	1	2.8

3 entries from above, ordered by molecular weight, smallest number first.
SMILES	GDH-TPI inh	Yp Topo-I inh	TcdB GH inh	BH1578 lux ind	UGM FP inh	PfHsp40 rescue	FadD28 binding	FBA Mtb inh	BioA inh
C[C@H]1CCCC(=O)CCC/C=C/c2cc(O)cc(O)c2C(=O)O1	2	-7	-1.4	8.3	-1.9	-0.5	-9.9	0	0.6
Cn1c(=O)c2c(ncn2CC(=O)N2CCCc3ccccc32)n(C)c1=O	3	0	x	0.6	-1.0	-1.0	-4.5	9	-0.4
COc1ccc(-c2cc(C(=O)NNC3=NCCC3)c3c(C)nn(-c4ccccc4)c3n2)cc1	3	-1	-0.5	-1.7	-1.4	3.4	-5.5	2	x

New compounds follow:
SMILES	GDH-TPI inh	Yp Topo-I inh	TcdB GH inh	BH1578 lux ind	UGM FP inh	PfHsp40 rescue	FadD28 binding	FBA Mtb inh	BioA inh
COc1cc(NC(=S)NCCc2c[nH]c3ccccc23)c(OC)cc1Cl	3	-10	x	-5.1	-2.2	2.5	-1.2	1	0.4
O=C(NCc1ccccc1)C1=C[C@@H](c2ccccc2)C[C@@H](OCc2ccc(CO)cc2)O1	-1	26	-1.5&-5.6	i	-0.5	0.3	-4.2	-2	-2.0
CC(=O)N(C(C)=O)c1c(N2CCCC2)c2ccccc2oc1=O	16	4	-3.5	0.0	1.1	0.6	-0.3	-1	-1.2
Cc1nn(C)c(C)c1CN(C)S(=O)(=O)c1ccc(F)cc1	3	3	x	i	3.2	-0.9	-0.2	0	0.3
COC(=O)C[C@@H]1C[C@@H]2c3cc(NS(=O)(=O)c4ccc(F)cc4)ccc3O[C@@H]2[C@@H](CO)O1	7	0	0.8	i	x	x	-1.1	5	0.6
CC1CCCN(CCCNC(=O)C2CCC(CNS(=O)(=O)c3cccc4nsnc34)CC2)C1 (stereo not drawn)	-4	5	x	-0.6	-0.2	0.9	-4.6	-5	-0.8
CN(NC(=O)c1ccccc1Cl)c1ncc(C(F)(F)F)cc1Cl	14	-2	1.1	-0.3	1.5	-0.4	0.2	-1	x
COCCSc1nc2c(c(=O)[nH]c(=O)n2C)n1CCC(C)C	-4	-2	0.3	-0.2	1.4	-0.2	0.4	1	-1.3
Cc1ccc(NC(=O)c2onc(C)c2Cl)cc1	4	4	-0.5	-0.3	4.6	-1.3	0.0	3	-0.1
CCCOc1ccc(C(=O)NC(=S)Nc2nc(C)c(C(=O)N(C)C)s2)cc1	17	21	x	-0.4	1.2	0.0	-0.2	-1	0.5
O=c1[nH]c2ccccc2n1C1CCN(C(c2nnnn2C2CCCC2)C2CC2)CC1 (stereo not drawn)	x	x	-3.9	x	x	x	-1.3	2	0.0
N/C(=N\N=C\c1cccc(O)c1)c1nonc1N	22	-2	0.6	-0.3	-1.7	-0.4	-1.7	2	-2.3
S=C(NCCc1ccccn1)Nc1ccccc1Cl	8	-4	0.3	i	1.3	-1.8	-2.6	0	-0.5
COc1ccc(NC(=O)Nc2c(C)n(C)n(-c3ccccc3)c2=O)cc1	1	-9	1.7	-0.2	-0.6	-0.3	1.0	6	-3.2
Cc1ccc(Cn2nc(-c3ccccc3)nc2-c2ccccc2)cc1	0	1	x	-0.2	0.5	1.5	-2.4	0	-0.6
CCOC(=O)N1CCN(Cc2c(NC(=O)c3ccco3)sc(C)c2C)CC1	0	30	0.8	-0.1	-0.4	0.3	-2.2	3	x
COc1ccc2[nH]cc(CCNC(=O)Nc3ccccc3)c2c1	1	1	3.0	i	1.3	-1.0	0.6	2	-0.5
